Source: PubChem BioAssay
AMA1-RON2 inh: qHTS for Inhibitors of AMA1-RON; Towards Development of Antimalarial Drug Lead: Primary Screen. AID 720542, 2013. AlphaScreen AMA1-biotinylated RON2 peptide binding. Plasmodium falciparum AMA1 (3D7) - RON2 peptide interaction. actives 0.2% (n = 360,000). Potency, µM (series often up to 58.2 µM), without a hit: at the highest dose activity change, negative = inhibition, most hits filed as inhibitors;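 also: potency is read from the fitted curve at half-maximal effect; 0% = vehicle wells and -100% = peptide control; nearly all actives have a fitted effect of over 45% in size; some results filed as inactive show a strong effect at the top dose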
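AMA1 (3D7) with his tag at 25 nM final met compounds first, then biotinylated RON2 peptide at 25 nM; detection used donor plus acceptor beads, 10 µg/mL apiece, read by AlphaScreen after 30 min at room temperature.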
LmPK inhibitor: qHTS Assay for Inhibitors of Leishmania Mexicana Pyruvate Kinase (LmPK); actives 0.37% (n = 290,000); Q27686; AID 1721, 2009; Potency, µM (doses to about 57.5 µM), for inactives: top-dose activity change, negative = inhibition, hits mostly inhibitors; purified LmPK, Kinase-Glo ATP luminescence, 1 h; also: potency is read from the fitted curve at half-maximal effect
Target sequence (Q27686 whole entry, looked up): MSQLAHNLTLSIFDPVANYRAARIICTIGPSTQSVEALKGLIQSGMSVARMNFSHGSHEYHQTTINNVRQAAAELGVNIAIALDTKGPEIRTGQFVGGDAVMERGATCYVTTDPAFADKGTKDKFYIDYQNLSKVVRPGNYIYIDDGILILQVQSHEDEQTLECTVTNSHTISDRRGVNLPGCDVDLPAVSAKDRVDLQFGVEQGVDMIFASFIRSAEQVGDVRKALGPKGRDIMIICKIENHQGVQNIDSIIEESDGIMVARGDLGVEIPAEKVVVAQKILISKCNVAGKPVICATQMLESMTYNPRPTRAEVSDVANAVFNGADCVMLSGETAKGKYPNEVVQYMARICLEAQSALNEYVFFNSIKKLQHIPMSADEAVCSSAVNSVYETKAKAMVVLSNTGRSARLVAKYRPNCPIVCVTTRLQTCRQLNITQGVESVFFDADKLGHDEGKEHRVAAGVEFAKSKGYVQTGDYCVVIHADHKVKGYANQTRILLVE
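Kinase-Glo luminescence read after 1 h RT reaction of 0.1 nM LmPK with 0.5 mM PEP and 0.1 mM ADP. Activity scaled between uninhibited and enzyme-free controls.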
Tb PYK inh: qHTS of Trypanosoma Brucei Inhibitors. pyruvate kinase (Trypanosoma brucei), Q57TT1. actives 0.12% (n = 410,000). Potency, µM (top dose mostly 76.8 µM), for inactives: at the top dose activity, negative = inhibition, hits mostly inhibitors. AID 624173, 2012. TbPYK enzyme, Kinase-Glo Plus ATP luminescence, 45 min; also: potency is read from the fitted curve at half-maximal effect; nearly all actives have a fitted effect of over 50% in size
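Luminescence from Kinase-Glo Plus, added after a 45-minute room-temperature reaction, served as the end-point read-out. The enzyme and substrate were preincubated with compound before ADP (130 uM final) initiated turnover. Concentration-effect curves came from normalized qHTS data.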
AmpC inh detg: qHTS Inhibitors of AmpC Beta-Lactamase (assay with detergent); AmpC hydrolysis of nitrocefin, absorbance 480 nm, 0.01% Triton; Potency, µM (top dose mostly 114 µM), without a hit: at the top dose activity change, negative = inhibition, hits mostly inhibitors; actives 0.041% (n = 370,000); P00811;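 also: potency is read from the fitted curve at half-maximal effect; 0% = no-compound wells and -100% = no-enzyme wells; nearly all actives have a fitted effect of over 25% in size; some results filed as inactive show a strong effect at the top dose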
Target sequence (P00811 whole entry, looked up): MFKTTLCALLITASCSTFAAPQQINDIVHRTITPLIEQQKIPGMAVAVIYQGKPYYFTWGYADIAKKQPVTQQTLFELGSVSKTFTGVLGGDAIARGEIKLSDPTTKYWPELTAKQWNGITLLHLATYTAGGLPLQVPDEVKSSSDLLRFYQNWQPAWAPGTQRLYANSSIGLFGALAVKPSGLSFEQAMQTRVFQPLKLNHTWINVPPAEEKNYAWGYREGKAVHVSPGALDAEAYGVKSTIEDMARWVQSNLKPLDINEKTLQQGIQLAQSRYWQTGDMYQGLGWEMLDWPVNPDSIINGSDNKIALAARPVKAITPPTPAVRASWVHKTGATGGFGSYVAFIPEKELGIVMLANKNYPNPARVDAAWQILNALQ
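20 mM phosphate pH 7.0 + 0.01% (detergent screen) or 0.0001% Triton X-100; 5.3 nM AmpC reagent; cpd preinc 15 min RT; nitrocefin (800 uM stock) to start; A480 q20 s × 4 min; Activity was normalised to no-enzyme and no-compound control wells.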
HCMV antiviral: qHTS Assay for inhibitors of the human cytomegalovirus (HCMV); actives 4.5% (n = 410,000); HFF cells, HCMV-luciferase reporter, 72 h; stronger effect = lower value; AID 1259415, 2018; activity change, negative = inhibition, % at 57.5 µM; in the data active = activity change below about -60%; inconclusive = no clear call, values can overlap the other calls; inactive = above about -39%
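Steps: HFFs plated, 16 h 37C; compounds added; HCMV-luciferase added to MOI 1 PFU/cell; 72 h 37C; OneGlo reagent, 5 min room temperature; luminescence read, normalized to controls.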
HCV inhibitor: qHTS Assay for Inhibitors of Hepatitis C Virus (HCV). AID 651820, 2012. Huh7.5.1 HCVcc-Cre infection, luciferase reporter, 44 h. actives 3.4% (n = 340,000). Potency, µM (doses to about 41.8 µM), inactives show at the highest dose activity change, negative = inhibition, hits mostly inhibitors; also: potency is read from the fitted curve at half-maximal effect
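Luciferase read-out (15 sec integration) after a 15 min room-temperature substrate step quantifies HCVcc-Cre infection. Cells, 1,000 per well, had compound added 4 h post-plating, then virus at ~0.5 moi, and were cultured 44 h.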
AmpC inh no detg: qHTS Inhibitors of AmpC Beta-Lactamase (assay without detergent); P00811; AmpC nitrocefin hydrolysis, absorbance 480 nm, 0.0001% Triton; Potency, µM (doses to about 57.1 µM), inactives show top-dose activity change, negative = inhibition, usual class: inhibitors; actives 0.52% (n = 330,000); AID 485341, 2010;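 also: potency is read from the fitted curve at half-maximal effect; plate controls were no compound for no effect and no enzyme for full effect; nearly all actives have a fitted effect of over 20% in size; some results filed as inactive show a strong effect at the top dose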
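AmpC (5.3 nM in the dispensed reagent) in 20 mM phosphate pH 7.0 with 0.01% (detergent screen) or 0.0001% Triton X-100 was preincubated with compounds for 15 min at room temperature. Nitrocefin was then added from an 800 uM solution, and hydrolysis was followed at 480 nm.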
The depositor's hits bear a star; & = joins results of further samples; [ ] = dose if it differs, or a comment. Unless noted, calls follow the shape of the dose curve; as a rule, active = well fitted curve in the direction sought with a large enough effect; inconclusive = small, poorly fitted or top-dose-only effect, or another doubt; inactive = no such curve, though single readings can be large; an effect the other way counts as inactive or inconclusive. Unless noted, % is scaled to controls: 0 for no effect and ±100 for the full control effect.

`CC(=O)Nc1ccc(NC(=O)COc2ccc([N+](=O)[O-])cc2)cc1` gave AMA1-RON2 inh -12%, LmPK inhibitor 5%, Tb PYK inh -3%, AmpC inh detg -5%, HCMV antiviral -17, HCV inhibitor 5% and AmpC inh no detg -28%.
O=C(N/N=C/c1ccccc1O)C1CC(=O)N(c2ccc(Cl)cc2)C1 (stereo not drawn) was read as AMA1-RON2 inh 123%[activator], LmPK inhibitor -4%, Tb PYK inh 2%, AmpC inh detg inconclusive, HCMV antiviral -79*, HCV inhibitor inconclusive and AmpC inh no detg -28%.
`Cc1ccc(C(=O)CC2(O)C(=O)N(Cc3ccccc3)c3ccccc32)c(C)c1` (stereo not drawn) gave Tb PYK inh 3%, AmpC inh detg 5% and HCMV antiviral -7.
CCc1ccc(NC(=O)Cc2csc(COc3cccc(C)c3)n2)cc1 was read as Tb PYK inh 0%, AmpC inh detg 14% and HCMV antiviral 8.
Screening O=S(=O)(NCCc1csc(-c2cccnc2)n1)c1ccc(F)cc1 returned AMA1-RON2 inh 8%, LmPK inhibitor 3%, Tb PYK inh -6%, AmpC inh detg -1%, HCMV antiviral -26 and AmpC inh no detg -15%.
Screening COc1ccc(CNC(=O)CCc2nnc3ccc(NCCCN4CCCC4=O)nn23)cc1 returned AMA1-RON2 inh 6%, LmPK inhibitor -2%, Tb PYK inh 1%, AmpC inh detg -2%, HCMV antiviral -29, HCV inhibitor 12% and AmpC inh no detg -5%.
Cc1noc2ncnc(N3CCCC(C(=O)NC(C)C)C3)c12 (stereo not drawn) was read as Tb PYK inh -5%, AmpC inh detg 1% and HCMV antiviral -5.
`COc1ccc(CC(=O)NCC(c2cccs2)S(=O)(=O)c2ccc(F)c(C)c2)cc1` (stereo not drawn) gave Tb PYK inh 2%, AmpC inh detg 6% and HCMV antiviral -33.
For Cc1ccc(NC(=S)NCCc2ccccc2)nc1 the results were AMA1-RON2 inh 36%[activator], LmPK inhibitor 3%, Tb PYK inh -29%, AmpC inh detg -5%, HCMV antiviral -115*, HCV inhibitor inconclusive and AmpC inh no detg -26%.
`O=C(c1cc2ccccc2o1)N1CCOCC1` gave AMA1-RON2 inh 0%, Tb PYK inh -2%, AmpC inh detg 0%, HCMV antiviral -1, HCV inhibitor 32%[activator] and AmpC inh no detg -13%.
Screening COc1ccc(OC)c(NC(=O)CC(NC(C)=O)c2ccccc2)c1 (stereo not drawn) returned AMA1-RON2 inh 2%, LmPK inhibitor 0%, Tb PYK inh 3%, AmpC inh detg -3%, HCMV antiviral -24, HCV inhibitor -23% and AmpC inh no detg -14%.
`O=C(CSc1n[nH]c(-c2cccnc2)n1)Nc1cccc(Cl)c1` gave AMA1-RON2 inh 0%, LmPK inhibitor 12%, Tb PYK inh 1%, AmpC inh detg inconclusive, HCMV antiviral 2, HCV inhibitor 15% and AmpC inh no detg -19%.

3 entries already listed, sorted by formula weight, highest first:
`Cc1ccc(C(=O)CC2(O)C(=O)N(Cc3ccccc3)c3ccccc32)c(C)c1` (stereo not drawn) gave Tb PYK inh 3%, AmpC inh detg 5% and HCMV antiviral -7.
Cc1noc2ncnc(N3CCCC(C(=O)NC(C)C)C3)c12 (stereo not drawn) was read as Tb PYK inh -5%, AmpC inh detg 1% and HCMV antiviral -5.
For Cc1ccc(NC(=S)NCCc2ccccc2)nc1 the results were AMA1-RON2 inh 36%[activator], LmPK inhibitor 3%, Tb PYK inh -29%, AmpC inh detg -5%, HCMV antiviral -115*, HCV inhibitor inconclusive and AmpC inh no detg -26%.

2 successive compounds from above, quoted:
`CC(=O)Nc1ccc(NC(=O)COc2ccc([N+](=O)[O-])cc2)cc1` gave AMA1-RON2 inh -12%, LmPK inhibitor 5%, Tb PYK inh -3%, AmpC inh detg -5%, HCMV antiviral -17, HCV inhibitor 5% and AmpC inh no detg -28%.
O=C(N/N=C/c1ccccc1O)C1CC(=O)N(c2ccc(Cl)cc2)C1 (stereo not drawn) was read as AMA1-RON2 inh 123%[activator], LmPK inhibitor -4%, Tb PYK inh 2%, AmpC inh detg inconclusive, HCMV antiviral -79*, HCV inhibitor inconclusive and AmpC inh no detg -28%.

(more compounds)
For COc1cc(C)c2sc3ccccc3c(=O)c2c1NCCN(C)C the results were AMA1-RON2 inh inconclusive, Tb PYK inh -9% and HCMV antiviral inconclusive.
For COCCNC(=O)CN(C)S(=O)(=O)c1ccc(Br)cc1 the results were AMA1-RON2 inh 4%, LmPK inhibitor 3%, Tb PYK inh -3%, AmpC inh detg inconclusive, HCMV antiviral 24, HCV inhibitor 5% and AmpC inh no detg -2%.
Screening CCn1cc(C(=O)NC(=S)Nc2sc3c(c2C(=O)OC)CCCCCC3)cn1 returned AMA1-RON2 inh -24%, LmPK inhibitor 4%, Tb PYK inh -8%, AmpC inh detg 13%, HCMV antiviral -31, HCV inhibitor inconclusive and AmpC inh no detg -12%.
For CCc1nc2ccc(C(=O)NCCOc3ccc(OC)cc3)cn2c1N(C)Cc1cccs1 the results were AMA1-RON2 inh -26%, Tb PYK inh 1% and HCMV antiviral inconclusive.
For O=C(NCc1ccncc1)C(=O)Nc1nc(C23CC4CC(CC(C4)C2)C3)cs1 the results were AMA1-RON2 inh 13%, LmPK inhibitor -4%, Tb PYK inh 2%, AmpC inh detg inconclusive, HCMV antiviral inconclusive, HCV inhibitor inconclusive and AmpC inh no detg 92%[activator].
`N#CC(=Cc1ccc(O)cc1)C(N)=C(C#N)C#N` gave AMA1-RON2 inh 1%, Tb PYK inh -6%, AmpC inh detg -10%, HCMV antiviral -37, HCV inhibitor -2% and AmpC inh no detg -16%.
CCOC(=O)CCc1c(C)c2ccc3c(c2oc1=O)CN(CCCO)CO3 was read as AMA1-RON2 inh 36%[activator], LmPK inhibitor 1%, Tb PYK inh -3%, AmpC inh detg 5%, HCMV antiviral inconclusive, HCV inhibitor -1% and AmpC inh no detg -11%.
Cc1c(NC(=O)CSc2ncn[nH]2)c(=O)n(-c2ccccc2)n1C was read as AMA1-RON2 inh -18%, LmPK inhibitor 9%, Tb PYK inh -2%, AmpC inh detg 10%, HCMV antiviral -23, HCV inhibitor -5% and AmpC inh no detg -21%.
`Cc1ccccc1NC(=O)c1sc(Cl)nc1C` gave AMA1-RON2 inh -12%, LmPK inhibitor 0%, Tb PYK inh 1%, AmpC inh detg -8%, HCMV antiviral -7, HCV inhibitor 4% and AmpC inh no detg -6%.
CCOC(=O)c1ccc(S(=O)(=O)Nc2cc(C(C)(C)C)no2)cc1 was read as AMA1-RON2 inh -10%, LmPK inhibitor 4%, Tb PYK inh 0%, AmpC inh detg 3%, HCMV antiviral 18, HCV inhibitor 5% and AmpC inh no detg -14%.
COC(=O)c1cc(-c2ccc(OC)cc2)nc2nc(SC)[nH]c(=O)c12 was read as AMA1-RON2 inh 20%, LmPK inhibitor 1%, Tb PYK inh -11%, AmpC inh detg -7%, HCMV antiviral 41, HCV inhibitor -19% and AmpC inh no detg -16%.
`O=C(Nc1ccccc1)Nc1nnc(Cc2ccc(F)cc2)s1` gave AMA1-RON2 inh 4%, LmPK inhibitor -7%, Tb PYK inh -1%, AmpC inh detg 1%, HCMV antiviral -32, HCV inhibitor -3% and AmpC inh no detg -27%.
CN(CCOc1ccccc1)CC(O)COCc1ccccc1F (stereo not drawn) was read as AMA1-RON2 inh -17%, LmPK inhibitor -6%, Tb PYK inh -10%, AmpC inh detg 0%, HCMV antiviral 64, HCV inhibitor 4% and AmpC inh no detg 12%.
Cc1c(C(c2ccc(Cl)cc2Cl)c2c(O)c3ccccc3oc2=O)c(=O)n(-c2ccccc2)n1C (stereo not drawn) was read as AMA1-RON2 inh 0%, LmPK inhibitor -6%, Tb PYK inh 12%&-7%, AmpC inh detg 9%&-6%, HCMV antiviral -30&-6, HCV inhibitor 9% and AmpC inh no detg -13%.
CN1CCN(C(=O)c2cnn3c(C(F)(F)F)cc(-c4ccc5c(c4)OCO5)nc23)CC1 was read as AMA1-RON2 inh -7%, LmPK inhibitor -5%, Tb PYK inh 1%, AmpC inh detg 3%, HCMV antiviral 38, HCV inhibitor 5% and AmpC inh no detg 3%.
For Cc1ccc(OCC(=O)OCC(=O)Nc2sccc2C(N)=O)cc1C the results were AMA1-RON2 inh 3%, LmPK inhibitor 1%, Tb PYK inh -7%, AmpC inh detg -6%, HCMV antiviral 44, HCV inhibitor 6% and AmpC inh no detg -27%.
`CSc1cccc(CN2CCC(CO)(Cc3cccc(C(F)(F)F)c3)CC2)c1` gave AMA1-RON2 inh inconclusive, LmPK inhibitor 7%, Tb PYK inh -1%, AmpC inh detg -4%, HCMV antiviral inconclusive, HCV inhibitor inconclusive and AmpC inh no detg 170%[activator].
`CNC(=O)CSc1nc(-c2ccccc2)c(-c2ccccc2)o1` gave AMA1-RON2 inh -9%, LmPK inhibitor -3%, Tb PYK inh -2%, AmpC inh detg 1%, HCMV antiviral -28, HCV inhibitor -22% and AmpC inh no detg 12%.
